Source: PubChem
UBC13 polyUb: UBC13 polyubiquitin chain formation inhibitors, primary screen, biochemical, TR-FRET, uHTS; Ubiquitin-conjugating enzyme E2 N (Homo sapiens), P61088; AID 485273, 2010; 0.47% of 330,000 active; inhibition, % at 20 µM; in the data active means inhibition above about 45%, passing the limit was not always enough; inconclusive means no clear call, values can overlap the other calls
Target sequence (P61088 whole entry, looked up): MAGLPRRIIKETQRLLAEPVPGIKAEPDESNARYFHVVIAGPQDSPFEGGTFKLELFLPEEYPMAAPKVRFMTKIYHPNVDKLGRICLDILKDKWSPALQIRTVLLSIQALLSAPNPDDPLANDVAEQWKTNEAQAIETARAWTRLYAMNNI
697 NFkB inh: inhibitors of PMA/ionomycin-induced NF-kB reporter, 697 cells, primary screen, B-cell NF-kB inhibitor project, cell-based, luminescence, uHTS | inhibition, % at 4 µM | 0.33% of 330,000 active | 697 B-cell NF-kB luciferase reporter, 16 h; in the data active means inhibition above about 35%
EBI2 antag: EBI2 receptor antagonists, beta-arrestin recruitment, primary screen, cell-based, luminescence, 7a,25-OHC stimulation, uHTS | G-protein coupled receptor 183 (Homo sapiens), P32249 | 7a,25-OHC stimulated | inhibition, % at 5 µM | 0.81% of 360,000 active | AID 651636, 2012; in the data active means inhibition above about 38%;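 further: enzyme fragment complementation signal reports receptor beta-arrestin coupling in cells; 0% = agonist plus DMSO wells and 100% = wells without agonist; some results beyond the cut were filed as inactive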
Gli-Sufu block: Gli-Sufu pathway antagonists, primary screen, luciferase luminescence, Sufu-KO-LIGHT cells, uHTS; Sufu-KO-LIGHT fibroblasts, Gli luciferase reporter luminescence; inhibition, % at 5 µM; 0.74% of 340,000 active;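 active means inhibition above about 55%, limit read from the data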;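 further: 0% = DMSO-treated cells and 100% = wells with medium but no cells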
CXCR6 block: CXCR6 receptor inhibitors, primary screen, cell-based, beta-arrestin, luminescence, CHO-K1 PathHunter, 1536-well; C-X-C chemokine receptor type 6 (Homo sapiens), O00574; inhibition, % at 20 µM; 0.36% of 360,000 active; in the data active means inhibition above about 34%, passing the limit was not always enough;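 further: antagonist mode with CXCL16 agonist at 10 nM final; 0% = 10 nM CXCL16 with DMSO and 100% = unstimulated wells without agonist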
Jurkat NFkB inh: inhibitors of induced NF-kB luciferase reporter, primary screen, TCR NF-kB activation inhibitor project, cell-based, luminescence, uHTS; Jurkat, PMA/ionomycin-induced NF-kB luciferase reporter; inhibition, % at 4 µM; 0.53% of 330,000 active; in the data active means inhibition above about 50%
CCR6 antagonist: CCR6 receptor antagonists, primary screen, cell-based, CHO-K1, luminescence, beta-arrestin, uHTS; inhibition, % at 20 µM; C-C chemokine receptor type 6 (Homo sapiens), P51684; 0.49% of 340,000 active; AID 493098, 2011; CHO-K1 CCR6 PathHunter beta-arrestin, CCL20-stimulated;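 active means compounds whose inhibition of the agonist-driven luminescence signal at 20 µM reaches about 50%, limit read from the data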;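 further: cells stimulated with CCL20 at 14 nM final; plate controls were DMSO with CCL20 for no effect and DMSO without agonist for full effect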
Target sequence (P51684 whole entry, looked up): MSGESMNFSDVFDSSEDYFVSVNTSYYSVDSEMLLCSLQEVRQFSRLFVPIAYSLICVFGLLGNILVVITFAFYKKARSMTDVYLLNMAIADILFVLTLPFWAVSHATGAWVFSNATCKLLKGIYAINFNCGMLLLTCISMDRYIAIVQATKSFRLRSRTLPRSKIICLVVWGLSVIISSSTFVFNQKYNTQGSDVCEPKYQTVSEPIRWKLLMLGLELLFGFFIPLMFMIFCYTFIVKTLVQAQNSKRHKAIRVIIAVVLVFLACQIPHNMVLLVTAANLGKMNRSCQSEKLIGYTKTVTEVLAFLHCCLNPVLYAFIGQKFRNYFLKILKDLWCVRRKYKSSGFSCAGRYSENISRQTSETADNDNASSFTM
APJ antag: antagonists of human apelin receptor APJ, primary screen, CHO-K1 cells, beta-arrestin complementation, luminescence; AID 2521, 2010; 0.32% of 330,000 active; inhibition, % at 20 µM;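 active means inhibition above about 40% at 20 µM, limit read from the data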;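 further: cells challenged with 10 nM apelin-13 agonist together with compound; plate controls were apelin-13 plus DMSO wells for no effect and DMSO wells lacking apelin-13 for full effect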
Target sequence (P35414 whole entry, looked up): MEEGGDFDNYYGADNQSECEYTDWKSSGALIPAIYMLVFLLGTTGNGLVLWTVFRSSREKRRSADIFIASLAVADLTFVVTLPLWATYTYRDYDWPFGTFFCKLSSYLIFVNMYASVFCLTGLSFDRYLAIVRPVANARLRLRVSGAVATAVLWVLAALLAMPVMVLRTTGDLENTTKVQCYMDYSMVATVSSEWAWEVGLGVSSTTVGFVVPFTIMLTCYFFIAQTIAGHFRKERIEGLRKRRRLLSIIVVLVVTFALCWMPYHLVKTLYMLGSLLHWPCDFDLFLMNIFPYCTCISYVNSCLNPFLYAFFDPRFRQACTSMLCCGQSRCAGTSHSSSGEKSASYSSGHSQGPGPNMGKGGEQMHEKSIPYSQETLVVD
Numbers without * were called inactive; ? = inconclusive; / = not tested or not shown.

SMILES	UBC13 polyUb	697 NFkB inh	EBI2 antag	Gli-Sufu block	CXCR6 block	Jurkat NFkB inh	CCR6 antagonist	APJ antag
CCC(C)(C#CCN1CCCCC1)OC(C)=O (stereo unspecified)	4.1	-12.3	-8.0	-1.4	-10.1	-15.9	3.4	-5.8
Cc1ccc(C(=O)Cn2cncn2)cc1	2.2	-0.2	-8.2	-0.3	4.8	-2.3	2.7	-1.1
COc1ccc(/C(C)=N/Nc2nncc3ccccc23)cc1	-5.7	-156.5	-7.4	-175.0	-4.2	-119.1	-0.4	-1.5
Cc1cc(N/N=C/c2ccc(N(C)C)cc2)nc(NCc2ccccc2)n1	38.4	-20.2	11.5	13.7	5.4	19.8	13.8	-7.0
CCc1nc(N2CCCCC2)c2oc3ccccc3c2n1	6.0	-15.6	26.3	5.8	7.2	-10.6	0.3	12.9
O=C(COC(=O)Cn1[nH]c(=O)c2ccccc2c1=O)Nc1ccc2c(c1)OCO2	4.9	8.7	-2.3	-2.2	8.8	-6.4	-4.2	-0.1
COc1ccc(C(=O)Nc2ccc(S(=O)(=O)NC(C)=O)cc2)cc1	1.6	3.6	-3.3	1.6	3.4	8.6	-1.5	7.1
O=C1CCc2cc(S(=O)(=O)N3CCC(C(=O)NCc4ccccn4)CC3)ccc2N1	-4.4	20.0	-5.5	/	-6.2	5.2	/	2.6
O=C(CN(Cc1ccccc1F)S(=O)(=O)c1ccc(Cl)cc1)NCCC1=CCCCC1	-11.1	5.9	21.5	6.1	3.6	1.6	20.3	3.3
Cc1ccc(C(=O)NCCNC(=O)c2ccccn2)cc1	-3.2	0.3	-2.8	-8.6	2.0	3.5	3.5	2.6
Cc1ccc2c(c1)C(=O)N1[C@H]3c4cc(Br)ccc4OC[C@@H]3[C@H](c3ccccc3)[C@]1(C)C(=O)N2	?	23.4	0.5	1.4	8.3	-2.4	-7.5	3.0
COc1ccc(NC(=O)C2C3C=CC4(O3)C2C(=O)N(CCN2CCCCC2C)C4C(=O)NC2CCCCC2)cc1 (stereo unspecified)	-10.7	9.7	0.6	19.3	-3.1	-9.9	15.0	-2.7
Cc1cc(NC(=O)c2ccc([N+](=O)[O-])cc2)n(C)n1	-5.2	-12.0	-4.5	-8.0	-14.7	-16.6	0.5	-5.7
CCCc1nc2ccccc2c(C(=O)OCc2nnc(-c3cc(OC)c(OC)c(OC)c3)o2)c1CC	5.2	-21.5	51.2*	10.5	4.1	-6.8	17.8	20.3
O=C(NCc1ccco1)C1CCN(S(=O)(=O)N2CCC3(CC2)OCCO3)CC1	2.4	10.6	-0.9	8.9	2.9	17.6	10.5	19.3
O=C(Nc1ncccc1O)C1CCN(S(=O)(=O)c2ccc3ccccc3c2)CC1	-5.2	2.4	-7.6	-4.8	-3.0	-8.9	2.9	-10.1
Cc1ccc(SCCN2CCN(C)CC2)cc1	1.7	-11.6	-9.2	3.2	-2.9	-11.1	12.7	15.8
CC1CCCCN1CCNc1nc(=S)[nH]c2ccccc12 (stereo unspecified)	-0.4	-1.3	-3.2	14.6	15.2	-2.1	-6.7	6.7
O=C(O)C1CCCN1S(=O)(=O)c1ccc(Cl)cc1 (stereo unspecified)	3.2	6.3	-15.0	3.4	-5.4	4.6	-1.1	9.8
O=C(Nc1ccc(S(=O)(=O)Nc2ncccn2)cc1)C(F)(F)F	-7.8	-11.7	0.2	-2.7	-28.8	3.7	-2.6	-6.5
O=C(CSc1nnc(-c2ccc(O)cc2)n1Cc1ccco1)N1CCc2ccccc2C1	-7.5	1.4	75.7*	-2.6	0.3	2.3	10.0	-4.1
O=C(CCc1nnc(CCCCc2ccccc2)o1)N1CCCCC1CCO (stereo unspecified)	4.9	3.3	15.1	-1.0	3.5	6.7	8.8	-17.6
COc1ccccc1CNS(=O)(=O)c1cc(C(=O)NCc2ccccn2)c(Cl)cc1Cl	-6.5	5.6	3.3	-14.1	3.6	-6.1	16.6	3.7
CCOC(=O)N1CCN(CC(c2ccccc2)c2ccccc2)CC1	4.7	-4.1	5.4	8.9	7.6	-4.6	7.0	12.0
O=S(=O)(c1ccc(SCCOc2ccccc2)nc1)N1CCCC1	5.0	-8.4	9.0	6.5	0.6	2.5	14.8	15.6

Next part:
SMILES	UBC13 polyUb	697 NFkB inh	EBI2 antag	Gli-Sufu block	CXCR6 block	Jurkat NFkB inh	CCR6 antagonist	APJ antag
COc1ccc(-c2ccc(=O)[nH]n2)cc1	-7.7	-2.7	-2.1	-3.4	5.1	-5.5	-10.1	5.3
O=C(Nc1nc2ccccc2[nH]1)C1CCN(C(=O)c2ccc(F)cc2)CC1	7.5	0.6	-1.0	-0.3	-0.8	-1.0	-0.6	16.0
CCCCNC(=O)c1ccc2c(c1)C(=O)N(Cc1ccncc1)C2=O	-4.3	4.8	-1.8	-6.1	-1.7	-4.4	11.2	0.4
O=C(Nc1ccccc1)Nn1cnnc1	/	/	-4.4	2.0	-10.5	/	4.4	/
Cc1ccc(S(=O)(=O)N2CCC(C(=O)N3CCCC(C(F)(F)F)C3)CC2)cc1C (stereo unspecified)	-1.7	-19.2	-1.3	6.3	-6.4	6.3	10.1	-43.5
CN1CCN(Cc2c(O)ccc3cc(-c4ccccn4)c(=O)oc23)CC1	11.8	14.9	-3.0	2.4	-6.2	-2.2	6.4	18.4
O=C(CCCN1C(=O)/C(=C/c2cccc(Br)c2)SC1=S)Nc1ccccn1	-14.6	1.9	3.1	11.7	13.6	-3.9	-6.3	13.6
CCOc1ccc2[nH]c(=O)c(CN(Cc3nnnn3Cc3ccco3)C3CCCCC3)cc2c1	-17.9	6.0	1.4	-3.0	-2.7	13.3	-11.5	9.5
CCN(CC)CCCN(Cc1cc2cc3c(cc2[nH]c1=O)OCO3)C(=S)NCCCN(C)C	5.5	6.7	-12.5	-3.5	-0.5	-24.1	0.0	-5.5
Cc1ccc(-c2nc(CS(=O)(=O)CC(=O)NC3CCCCCC3)c(C)o2)cc1	-0.8	-8.7	11.5	20.0	2.6	-0.4	14.6	4.6
CC(=O)Nc1ccc2c(c1)Cc1c-2cc(Cl)c(NC(C)=O)c1Cl	/	/	-1.6	-2.2	-2.1	/	8.4	/
CCOC(=O)C1(Cc2ccccc2C(F)(F)F)CCN(Cc2ccon2)CC1	-11.0	-10.1	-2.9	-1.3	1.2	-13.2	10.6	13.2
O=C(NCc1nc2ccccc2[nH]1)C1=C[C@@H](c2ccccc2)C[C@@H](OCc2ccc(CO)cc2)O1	-12.2	-41.8	-2.3	4.0	11.8	4.8	4.4	-0.7
Cc1nn(CCCC(=O)NCc2ccc(F)cc2)c(C)c1[N+](=O)[O-]	3.0	11.9	-11.6	2.2	9.9	7.1	-2.6	11.5
COc1ccc(C(=O)Oc2c(C)occc2=O)cc1OC	-1.8	14.0	-1.1	4.3	-5.3	6.2	4.0	9.1
CCCC(=O)Nc1ccccc1-c1nnc(SCC)[nH]c1=O	8.2	6.9	2.9	1.5	-1.6	-9.3	0.9	-11.3
O=C1OC(c2ccc3ccccc3c2O)(c2ccc3ccccc3c2O)c2ccccc21	/	/	-4.0	-22.4	-3.6	/	19.4	/
CC(=O)Nc1c(-c2ccc(Cl)cc2)c(=O)c2ccccc2n1C	-1.0	-3.1	2.9	4.3	4.1	0.8	-0.6	5.7
O=C(CN1C(=O)NC2(CCCCC2)C1=O)N1CCN(S(=O)(=O)c2ccccc2)CC1	-4.2	6.7	-4.8	-6.5	1.7	0.0	-6.0	-8.5
CCOc1c(C)cnc2c1c(=O)n(Cc1cccc(Cl)c1)c(=O)n2C	40.8	-29.8	9.7	-18.7	0.7	6.6	21.9	13.2
Cc1ccc(-n2nc3c(=O)n(CC(=O)NCCc4ccc(Cl)cc4)nc(C)c3c2C)cc1	-3.9	5.2	5.4	5.0	6.5	17.2	0.9	-3.6
O=C(N/N=C/c1ccc(Br)s1)c1cccc([N+](=O)[O-])c1	-16.9	-13.7	-10.5	0.5	0.0	-5.1	-7.2	-27.1
CCN1C(=O)[C@@H]2[C@@H](c3ccc(-c4cc(C(C)=O)cs4)cc3)N3CCC[C@@]3(C(=O)OC)[C@@H]2C1=O	/	/	-20.6	-20.9	3.9	/	1.4	/
O=[N+]([O-])c1ccc(CSc2ccc(S(=O)(=O)N3CCOCC3)cn2)cc1	0.6	7.0	14.3	-1.2	-1.9	5.8	21.5	3.0
CN(C(=O)CN1C(=O)c2ccc([N+](=O)[O-])cc2C1=O)C1CCCCC1	12.7	8.4	-21.9	9.8	-0.3	10.7	4.1	0.1

Single records (already shown). Order of values: UBC13 polyUb	697 NFkB inh	EBI2 antag	Gli-Sufu block	CXCR6 block	Jurkat NFkB inh	CCR6 antagonist	APJ antag
Results for `O=C(Nc1nc2ccccc2[nH]1)C1CCN(C(=O)c2ccc(F)cc2)CC1` : 7.5	0.6	-1.0	-0.3	-0.8	-1.0	-0.6	16.0
Results for `Cc1nn(CCCC(=O)NCc2ccc(F)cc2)c(C)c1[N+](=O)[O-]` : 3.0	11.9	-11.6	2.2	9.9	7.1	-2.6	11.5
Results for `O=C(Nc1ccccc1)Nn1cnnc1` : /	/	-4.4	2.0	-10.5	/	4.4	/
Results for `Cc1ccc(-n2nc3c(=O)n(CC(=O)NCCc4ccc(Cl)cc4)nc(C)c3c2C)cc1` : -3.9	5.2	5.4	5.0	6.5	17.2	0.9	-3.6
Results for `O=C(NCc1nc2ccccc2[nH]1)C1=C[C@@H](c2ccccc2)C[C@@H](OCc2ccc(CO)cc2)O1` : -12.2	-41.8	-2.3	4.0	11.8	4.8	4.4	-0.7

Going on with the list:
SMILES	UBC13 polyUb	697 NFkB inh	EBI2 antag	Gli-Sufu block	CXCR6 block	Jurkat NFkB inh	CCR6 antagonist	APJ antag
N#CC1=C(N)Oc2c(sc3ccccc23)C1c1ccco1 (stereo unspecified)	-16.5	-24.6	-6.7	13.9	1.4	9.4	-8.5	-20.3
CCn1c(=O)c(CCC(=O)N2CCN(c3ccccn3)CC2)c(C)c2c(C)nn(-c3ccccc3)c21	5.9	-30.7	24.3	10.3	-6.8	5.8	6.0	18.8
CC(C)NC(=O)N(C)C[C@H]1Oc2c(NS(=O)(=O)c3cn(C)cn3)cccc2C(=O)N([C@H](C)CO)C[C@@H]1C	9.2	14.1	3.6	-11.4	5.3	-2.3	4.7	1.8
COCC(=O)Nc1ccc(N2CCCC2)c(S(=O)(=O)Nc2ccccc2OC)c1	-4.8	7.0	4.9	7.0	-8.0	-8.7	0.6	-3.2
C#CCOCCOCCOCCNc1nc(N2CCN(C(=O)[C@H](C(C)C)n3cc(CCO)nn3)CC2)nc(N2CCN(C(=O)[C@H](CCCCN)n3cc(CCCC)nn3)CC2)n1	27.5	-2.6	3.8	1.5	-2.5	-2.2	-3.3	8.0
Cc1ccc(NC(=O)CN(C)S(=O)(=O)c2ccc3c(c2)n(C)c(=O)c(=O)n3C)c(C)c1	3.2	17.6	-0.3	-8.4	-7.7	3.6	7.8	14.2
C=CCOc1ccc(CNc2ccc(NC(=O)CC(C)C)cc2)cc1OC	-9.4	-19.0	-7.0	-1.0	-9.8	1.4	9.8	-2.1
NC(=O)c1ccc(NC(=O)c2cccc3c2OCCCO3)cc1	3.2	8.9	3.8	1.9	-3.1	9.0	5.8	1.8
COc1ccc(CC(=O)Nc2cccc(-c3ccc4nncn4n3)c2)cc1OC	14.2	-9.3	11.6	2.2	-6.8	25.8	-1.0	-6.9
Cc1c(-c2ccccc2)sc2nc[nH]c(=S)c12	-30.1	-19.8	-2.5	-1.0	11.9	-21.3	3.5	-4.9
CN(Cc1cccnc1)C(=O)c1cc(S(=O)(=O)Nc2ccccc2F)ccc1Cl	-0.7	-8.5	-1.5	-3.4	-5.9	-6.3	11.1	-54.6
CC1Cc2ccccc2N1C(=O)CO/N=C/c1ccccc1OC(F)F (stereo unspecified)	-3.2	12.6	6.9	8.8	-14.2	6.6	24.9	-8.5
CC1CCN(CCCNC(=O)c2cc3c(=O)n(C)c4ccccc4c3n2C)CC1	40.7	-8.6	1.9	18.9	3.9	-52.5	4.2	-28.7
